Screens (PubChem BioAssay)
CHRM5 PAM = potentiates acetylcholine response at human M5 receptor; AID 624038; hit rate 0.3% among 360,000; CHO-K1 hM5, Fluo-8 calcium, ACh EC20 PAM; 0% = ACh EC20, 100% = ACh EC100; activation, % at 3 µM; P08912;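 active = activation above the run cutoff, the mean activation of all test compounds plus 3 SD, cut at about 18% in these data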
Target sequence (P08912 whole entry, looked up): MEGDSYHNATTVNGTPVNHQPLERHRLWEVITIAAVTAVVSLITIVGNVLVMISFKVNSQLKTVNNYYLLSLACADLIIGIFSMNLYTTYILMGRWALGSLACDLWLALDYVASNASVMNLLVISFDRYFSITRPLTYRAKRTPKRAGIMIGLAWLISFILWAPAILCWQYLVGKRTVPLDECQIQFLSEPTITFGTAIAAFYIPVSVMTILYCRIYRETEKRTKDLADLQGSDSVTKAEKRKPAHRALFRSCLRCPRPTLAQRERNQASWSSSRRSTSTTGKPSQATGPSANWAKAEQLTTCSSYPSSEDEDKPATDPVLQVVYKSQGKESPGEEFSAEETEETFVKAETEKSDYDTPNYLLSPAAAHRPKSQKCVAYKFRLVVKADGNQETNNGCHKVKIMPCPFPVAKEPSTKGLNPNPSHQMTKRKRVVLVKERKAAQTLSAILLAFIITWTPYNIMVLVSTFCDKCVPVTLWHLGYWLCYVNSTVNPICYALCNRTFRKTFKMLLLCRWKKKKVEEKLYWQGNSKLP
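Assay system: CHO-K1 hM5 cells. Also added: acetylcholine at EC20 concentration, added after compound. Dosing: 3 µM, single dose. Times: compound preincubation 140 s before EC20 acetylcholine addition. Signal: Fluo-8 calcium fluorescence. Measure: % activation relative to EC20 and EC100 ACh responses. Repeats: singlicate, one well per test compound.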
CRFR2-BP ag = CRF-BP/CRF-R2 complex agonism | HEK293 CRF-R2/CRF-BP, calcium dye fluorescence (FLIPR); percent of saturating CRF peptide response | activation, % at 13.2 µM | hit rate 0.46% among 350,000 | AID 588473;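 active = activation of at least 50%, plus an integration ratio under a set limit after plate pattern correction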;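 note: plate controls were neutral control wells without compound for no effect and CRF at EC100 for full effect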
M4 PAM = potentiates acetylcholine response at human M4 receptor; hit rate 0.4% among 360,000; CHO-K1 hM4/Gqi5, Fluo-8 calcium fluorescence, ACh EC20; 0% = ACh EC20, 100% = maximal ACh; P08173; activation, % at 3 µM;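 active = activation above its plate's cutoff, the mean activation of sample wells plus 3 SD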; note: some results filed as inactive read as strong as hits
M5 ag = agonists of human muscarinic M5 receptor (CHRM5); activation, % at 3 µM; hit rate 0.19% among 360,000; P08912; CHO-K1 hM5 cells, Fluo-8 calcium fluorescence; 0% DMSO wells, 100% maximal acetylcholine response; AID 624037;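 active = activation above the run's mean over test compounds plus 3 SD, cut at about 23% in these data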;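 note: signal is peak over basal fluorescence ratio across the kinetic read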
CRFR2-BP antag = CRF-BP/CRF-R2 complex antagonism. hit rate 0.59% among 350,000. AID 588475. inhibition, % at 11.8 µM. HEK293 CRF-R2/CRF-BP, CRF-induced calcium fluorescence;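 active = inhibition of the ligand-induced calcium signal above about 50% at the single tested concentration, limit read from the data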
CHRM5 antagonist = blocks acetylcholine activation of human M5 receptor; P08912; CHO-hM5 cells, Fluo-8 calcium fluorescence, ACh EC80; inhibition, % at 3 µM; hit rate 0.59% among 360,000;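 active = inhibition above a per-plate cutoff, the mean of that plate's test compounds plus 3 SD, cut at about 27% in these data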;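 note: 0% = acetylcholine EC80 with DMSO and 100% = DMSO without agonist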
M1 PAM parental = nonselective activator or artifact in parental CHO-K1 calcium assay. hit rate 0.02% among 360,000. ATP EC20, Fluo-8 calcium fluorescence; 0% at ATP EC20, 100% at ATP max. activation, % at 3 µM;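 active = activation above the run cutoff, the mean activation of all test compounds plus 3 SD, cut at about 40% in these data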;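 note: peak over basal fluorescence ratio in a 140 s read after ATP addition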
TAAR1 agonist = human TAAR1 agonism; Q96RJ0; activation, % at 3 µM; CHO RD-HGA16 TAAR1, Fluo-8 calcium fluorescence; vehicle wells 0%, saturating PEA agonist 100%; hit rate 0.99% among 360,000;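 active = activation above the mean activation of all test compounds in the run plus 3 SD, cut at about 38% in these data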
Target sequence (Q96RJ0 whole entry, looked up): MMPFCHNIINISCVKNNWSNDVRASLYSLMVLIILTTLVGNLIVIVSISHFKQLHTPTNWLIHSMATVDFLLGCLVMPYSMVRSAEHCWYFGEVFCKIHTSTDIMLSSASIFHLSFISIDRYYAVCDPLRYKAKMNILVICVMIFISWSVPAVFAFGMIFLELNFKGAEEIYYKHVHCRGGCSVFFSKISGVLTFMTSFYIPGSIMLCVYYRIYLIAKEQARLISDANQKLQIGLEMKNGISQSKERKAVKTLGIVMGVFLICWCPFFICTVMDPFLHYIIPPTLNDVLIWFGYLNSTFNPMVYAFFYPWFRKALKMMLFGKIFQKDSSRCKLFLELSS
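Test system: RD-HGA16 (CHO) cells co-expressing Gα16 and hTAAR1 | Doses: Single dose, 3 µM | Schedule: 17-24 h seeding, 75 min 37 °C dye, 30 min RT | Evaluation: % activation from peak over basal fluorescence ratio, DMSO-to-PEA scaled | Technique: Kinetic Fluo-8 calcium fluorescence | Benchmarks: Low control DMSO, high control PEA (EC100)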
TAAR1 antag = antagonists of human TAAR1; inhibition, % at 3 µM; CHO RD-HGA16 TAAR1, Fluo-8 calcium fluorescence, antagonist; Q96RJ0; hit rate 1.5% among 360,000; AID 624466;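 active = inhibition above a per-plate cutoff, the mean inhibition of test compounds on that plate plus 3 SD, cut at about 49% in these data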;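 note: 0% = DMSO plus EC80 beta-PEA response and 100% = DMSO alone without agonist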
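Material: CHO RD-HGA16 cells bearing hTAAR1; compound dosing: one-point dosing, 3 µM nominal final; schedule: dye loading 75 min at 37 °C, then 30 min room temperature; measured by: calcium fluorescence with Fluo-8; control set: vehicle and agonist controls; replication: n of 1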
* marks the source's active call; other numbers are inactive results; / = not tested or not shown.

Letters – A = CHRM5 PAM; B = CRFR2-BP ag; C = M4 PAM; D = M5 ag; E = CRFR2-BP antag; F = CHRM5 antagonist; G = M1 PAM parental; H = TAAR1 agonist; I = TAAR1 antag
CC(C)c1ccc(CNC(=O)C(=O)Nc2nccs2)cc1
  A: -1; B: 1.4; C: -5; D: -3; E: 16; F: 6; G: -11; H: 5; I: 3

Cc1cc(=O)c2cc(Br)ccc2[nH]1
  A: 5; B: -1.2; C: 6; D: 3; E: 3; F: -2; G: -3; H: 13; I: -7

Nn1c(SCc2ccccc2)nnc1-c1ccccn1
  A: 5; B: -0.5; C: 19; D: 0; E: 0; F: -2; G: 17; H: 12; I: -14

CCn1c(N2CCN(S(=O)(=O)c3ccc(Cl)cc3)CC2)nc2ccccc21
  A: -32; B: 0.3; C: -21; D: 12; E: -10; F: 13; G: -3; H: 20; I: 72*

CCOCCCn1c(=S)[nH]c2cc(C(=O)NCCCN(CC)CC)ccc2c1=O
  A: 0; B: -3.1; C: -1; D: -2; E: -14; F: 3; G: -10; H: 0; I: -28

CCc1ccc(S(=O)(=O)NC2CCCCNC2=O)cc1 (stereo not drawn)
  A: -4; B: -0.1; C: 1; D: -3; E: 8; F: 5; G: 8; H: 3; I: 0

COc1cc(C(=O)OCC(=O)NCCN2C(=O)CSC2=O)ccc1OCc1c(C)noc1C
  A: -4; B: -1.1; C: -2; D: -1; E: 13; F: 0; G: -7; H: 2; I: -8

c1ccc2c(c1)Cn1nnnc1-2
  A: 18*; B: 7.8; C: 12; D: 1; E: -16; F: -8; G: -1; H: /; I: /

Cc1cc(-c2nnc(CSc3nnc(NC(=O)c4ccc(C(C)(C)C)cc4)s3)o2)ccc1[N+](=O)[O-]
  A: 11; B: 0.4; C: 11; D: 0; E: -19; F: -5; G: -16; H: 3; I: -19

COc1ccc(Cc2noc(CN(C)CC3(N4CCOCC4)CCCCC3)n2)cc1OC
  A: -7; B: -3.5; C: -3; D: -2; E: 10; F: 9; G: -1; H: 1; I: 0

CCCCc1cc(=O)oc2cc(OCC(=O)N3CCc4ccccc43)ccc12
  A: 7; B: 4.4; C: 3; D: -9; E: 12; F: -7; G: 16; H: 15; I: 8

O=C(COC(=O)c1ccccc1Br)Nc1ccccc1F
  A: 7; B: -3.5; C: -2; D: 2; E: 2; F: 8; G: 13; H: 3; I: 9

O=c1c2ccccc2ncn1Cc1ccc2c(c1)OCO2
  A: 3; B: -4.5; C: -1; D: 5; E: 5; F: -4; G: 9; H: 1; I: -25

Cn1c(SCC(=O)NCc2ccc(F)cc2)ncc(C(=O)Nc2ccccc2)c1=O
  A: -2; B: 2.7; C: 4; D: 1; E: 6; F: 5; G: 2; H: 0; I: -3

Cc1ccc(CNC(=O)CCS(=O)(=O)c2cc(Br)cc3c2N(C(=O)C2CC2)CC3)o1
  A: 2; B: -3.3; C: 15; D: -6; E: 15; F: -8; G: 15; H: 13; I: -7

Cc1ccc(NC(=O)CSc2ccccc2NC(=O)c2cccc(Cl)c2)cc1Cl
  A: -1; B: 8.2; C: -5; D: -1; E: -21; F: -2; G: 26; H: 0; I: 3

COC(=O)c1c(-c2cccs2)csc1NC(=O)CN1CCOCC1
  A: -7; B: -0.5; C: 8; D: -5; E: 8; F: -2; G: -4; H: 2; I: 4

CSC1=NC(C)(C)C=C(/C=C/c2c(Cl)cccc2Cl)N1
  A: 11; B: -2.5; C: 6; D: 4; E: 13; F: -3; G: 3; H: 4; I: -23

CSc1ncccc1C(=O)Nc1nc2ccc(Oc3ccccc3)cc2s1
  A: -5; B: 1.8; C: 4; D: -1; E: -21; F: -1; G: 14; H: 1; I: 34

CCN(CC)C(=O)CSc1nnc2cc(C)c3ccccc3n12
  A: 3; B: 1.4; C: 0; D: -5; E: 3; F: -6; G: -7; H: 4; I: -1

c1ccc2c(SCc3cn4cccnc4n3)ncnc2c1
  A: 2; B: -0.2; C: -2; D: -2; E: 2; F: -3; G: 4; H: 4; I: -19

O=C(CNC(=O)c1ccccc1F)NCc1cccnc1
  A: 4; B: -0.1; C: 7; D: 0; E: 2; F: -3; G: -18; H: -3; I: -1

O=C(Nc1ccc2cn[nH]c2c1)c1ccccc1F
  A: 0; B: -1.9; C: -2; D: -2; E: 8; F: 2; G: 2; H: 2; I: 13

O=C(COC(=O)C1CC2C=CC1C2)Nc1ccc([N+](=O)[O-])cc1 (stereo not drawn)
  A: -22; B: 5.4; C: -9; D: 5; E: 7; F: 8; G: -1; H: 6; I: 34

CO/N=C/c1cccn1-c1nccc(N(C)C)c1C#N
  A: -1; B: 1.2; C: 0; D: -1; E: -13; F: 2; G: 8; H: 6; I: -10

The list continues.
Letters – A = CHRM5 PAM; B = CRFR2-BP ag; C = M4 PAM; D = M5 ag; E = CRFR2-BP antag; F = CHRM5 antagonist; G = M1 PAM parental; H = TAAR1 agonist; I = TAAR1 antag
O=C(c1c[nH]c(C(=O)C(Cl)(Cl)Cl)c1)c1ccccc1Cl
  A: -2; B: 1.8; C: 0; D: 1; E: -1; F: 4; G: 7; H: 3; I: 13

O=C(CN1C(=O)NC(c2ccccc2)(c2ccccc2)C1=O)NCCc1ccc(F)cc1
  A: -6; B: -1.7; C: -4; D: 4; E: -22; F: 14; G: 17; H: 15; I: 42

O=C(NCC1CCCN(Cc2ccc3nonc3c2)C1)c1ccc(F)cc1 (stereo not drawn)
  A: -7; B: -1.8; C: -7; D: -6; E: -5; F: 11; G: 19; H: -1; I: -25

CC(C)Cc1ccc(-c2cc3nc(NCCCn4ccnc4)ccn3n2)cc1
  A: -6; B: /; C: -3; D: 4; E: /; F: 9; G: -11; H: 17; I: 15

COC(=O)c1sc(N)c(C(=O)OC)c1COC(=O)CNS(=O)(=O)c1cccc(C#N)c1
  A: 0; B: 1.4; C: -9; D: 0; E: 1; F: 2; G: 0; H: 3; I: -9

CCCc1cc(-n2ccnc2C)n2c(nc3ccccc32)c1C#N
  A: -1; B: 0.5; C: 2; D: 0; E: -10; F: 2; G: 21; H: 0; I: -24

CCN(CC)CC#CC(OC)(c1ccccc1)c1ccccc1
  A: -16; B: 0.6; C: -27; D: -12; E: 21; F: 96*; G: -1; H: 6; I: 5

CCCNC(=O)c1ccccc1NC(=O)CN(c1ccccc1)S(=O)(=O)N(C)C
  A: -9; B: 0.7; C: -2; D: -2; E: 14; F: 21; G: 16; H: 5; I: 6

CS(=O)(=O)N(CC(=O)NC1CCCC1)c1ccc(Oc2ccccc2)cc1
  A: -6; B: -0.5; C: -2; D: -5; E: 7; F: -13; G: 5; H: 4; I: 4

O=C(CCC1CCCN(Cc2ccc3c(c2)OCCO3)C1)NCc1ccc(F)c(F)c1 (stereo not drawn)
  A: -6; B: -1.2; C: -12; D: -8; E: -11; F: 10; G: -5; H: -2; I: 1

Cc1ccc(C(=O)NCCC2=CCCCC2)cc1S(=O)(=O)N1CCOCC1
  A: 1; B: 0.8; C: 0; D: -1; E: -8; F: -3; G: 13; H: 4; I: 6

CCOC(=O)C1CCN(CC(O)COc2ccc(C(C)(C)C)cc2)CC1 (stereo not drawn)
  A: -3; B: 6.0; C: -10; D: -2; E: -11; F: 4; G: 5; H: 1; I: -11

CC(NC(=O)COC(=O)Cc1ccsc1)c1ccccc1 (stereo not drawn)
  A: -2; B: -5.9; C: 2; D: 0; E: 3; F: 4; G: 16; H: 0; I: 1

CCCCc1ccc(NC(=O)CSCc2cc(=O)[nH][nH]2)cc1
  A: 2; B: -2.4; C: 2; D: 0; E: -20; F: -6; G: 12; H: -1; I: 0

CCOc1ccc(S(=O)(=O)NCc2ccc(Cl)cc2)c2cccnc12
  A: 7; B: -0.3; C: -4; D: -2; E: 17; F: -6; G: 20; H: 1; I: -16

NC(COCc1ccccc1)c1csc(Nc2cc(NCCCO)ncn2)n1 (stereo not drawn)
  A: -1; B: /; C: 7; D: 1; E: /; F: -4; G: 7; H: 2; I: -2

CC1CC(C)(C)CC2(C1)NC(=O)N(CC(=O)N(Cc1ccccc1)c1ccccc1)C2=O (stereo not drawn)
  A: -5; B: 0.6; C: 7; D: -1; E: 5; F: 8; G: 19; H: -1; I: -6

COc1ccc(CNC(=O)COC(=O)/C=C/c2cccc(Br)c2)cc1OC
  A: -10; B: -2.3; C: -8; D: 3; E: -2; F: 4; G: -20; H: 10; I: 18

O=C(CCC(=O)N1CCN(c2ccc(F)cc2)CC1)N1CCN(c2ccc(F)cc2)CC1
  A: 1; B: -4.8; C: -2; D: 1; E: -7; F: 5; G: 8; H: 5; I: 4

O=C(CNC(=O)c1ccc(Cl)cc1)OCn1nnc2ccccc2c1=O
  A: 2; B: -0.1; C: 0; D: 1; E: -9; F: 10; G: 12; H: 12; I: -11

Cc1ccc(/C=C/C(=O)OCn2nnc3ccccc3c2=O)o1
  A: 6; B: 0.4; C: -5; D: 2; E: 3; F: 1; G: 13; H: 0; I: -2

O=C1Cn2c(nc3ccccc32)-c2ccccc2N1
  A: -5; B: 11; C: 6; D: 0; E: -26; F: -4; G: -15; H: 2; I: 0

CCOc1ccccc1NC(=O)c1cc(SC)ccc1Cl
  A: 10; B: 9.7; C: 9; D: -3; E: 19; F: -2; G: -1; H: -2; I: 12

CCC1(c2cccc(Cl)c2)NC(=O)N(Cc2cc(C(=O)OC)c(C)o2)C1=O (stereo not drawn)
  A: -13; B: 3.4; C: -3; D: 2; E: -24; F: 4; G: 14; H: 7; I: 22

OCCN1CCN(c2nnc(-c3ccccc3)c3ccccc23)CC1
  A: -2; B: -0.8; C: -4; D: 0; E: -3; F: 16; G: 6; H: 1; I: -14

Random excerpt: three compounds from above.
Letters – A = CHRM5 PAM; B = CRFR2-BP ag; C = M4 PAM; D = M5 ag; E = CRFR2-BP antag; F = CHRM5 antagonist; G = M1 PAM parental; H = TAAR1 agonist; I = TAAR1 antag
CCCCc1ccc(NC(=O)CSCc2cc(=O)[nH][nH]2)cc1
  A: 2; B: -2.4; C: 2; D: 0; E: -20; F: -6; G: 12; H: -1; I: 0

Cc1ccc(/C=C/C(=O)OCn2nnc3ccccc3c2=O)o1
  A: 6; B: 0.4; C: -5; D: 2; E: 3; F: 1; G: 13; H: 0; I: -2

CC1CC(C)(C)CC2(C1)NC(=O)N(CC(=O)N(Cc1ccccc1)c1ccccc1)C2=O (stereo not drawn)
  A: -5; B: 0.6; C: 7; D: -1; E: 5; F: 8; G: 19; H: -1; I: -6
